EBV LMP1 NFkB: Epstein-Barr LMP1 NF-kappaB reporter inhibition | inhibition, % at 12.5 µM | LMP1-induced NF-kappaB luciferase reporter cells, luminescence | actives 0.69% (n = 350,000); in the data active means inhibition above about 41%;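 further: 0% = neutral control wells and 100% = reference inhibitor control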
SRC2 inh: human SRC2 (NCOA2) inhibition. Q15596. HEK293 GAL4-SRC2 luciferase reporter, luminescence. inhibition, % at 9 µM. actives 0.17% (n = 370,000). AID 651957;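 active means inhibition above the mean inhibition of all tested compounds plus 3 SD, set per campaign, cut at about 52% in these data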;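 further: 0% = DMSO treated cells and 100% = cells given Gossypol at 36 µM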
Target sequence (Q15596 whole entry, looked up, the tested form may be a part): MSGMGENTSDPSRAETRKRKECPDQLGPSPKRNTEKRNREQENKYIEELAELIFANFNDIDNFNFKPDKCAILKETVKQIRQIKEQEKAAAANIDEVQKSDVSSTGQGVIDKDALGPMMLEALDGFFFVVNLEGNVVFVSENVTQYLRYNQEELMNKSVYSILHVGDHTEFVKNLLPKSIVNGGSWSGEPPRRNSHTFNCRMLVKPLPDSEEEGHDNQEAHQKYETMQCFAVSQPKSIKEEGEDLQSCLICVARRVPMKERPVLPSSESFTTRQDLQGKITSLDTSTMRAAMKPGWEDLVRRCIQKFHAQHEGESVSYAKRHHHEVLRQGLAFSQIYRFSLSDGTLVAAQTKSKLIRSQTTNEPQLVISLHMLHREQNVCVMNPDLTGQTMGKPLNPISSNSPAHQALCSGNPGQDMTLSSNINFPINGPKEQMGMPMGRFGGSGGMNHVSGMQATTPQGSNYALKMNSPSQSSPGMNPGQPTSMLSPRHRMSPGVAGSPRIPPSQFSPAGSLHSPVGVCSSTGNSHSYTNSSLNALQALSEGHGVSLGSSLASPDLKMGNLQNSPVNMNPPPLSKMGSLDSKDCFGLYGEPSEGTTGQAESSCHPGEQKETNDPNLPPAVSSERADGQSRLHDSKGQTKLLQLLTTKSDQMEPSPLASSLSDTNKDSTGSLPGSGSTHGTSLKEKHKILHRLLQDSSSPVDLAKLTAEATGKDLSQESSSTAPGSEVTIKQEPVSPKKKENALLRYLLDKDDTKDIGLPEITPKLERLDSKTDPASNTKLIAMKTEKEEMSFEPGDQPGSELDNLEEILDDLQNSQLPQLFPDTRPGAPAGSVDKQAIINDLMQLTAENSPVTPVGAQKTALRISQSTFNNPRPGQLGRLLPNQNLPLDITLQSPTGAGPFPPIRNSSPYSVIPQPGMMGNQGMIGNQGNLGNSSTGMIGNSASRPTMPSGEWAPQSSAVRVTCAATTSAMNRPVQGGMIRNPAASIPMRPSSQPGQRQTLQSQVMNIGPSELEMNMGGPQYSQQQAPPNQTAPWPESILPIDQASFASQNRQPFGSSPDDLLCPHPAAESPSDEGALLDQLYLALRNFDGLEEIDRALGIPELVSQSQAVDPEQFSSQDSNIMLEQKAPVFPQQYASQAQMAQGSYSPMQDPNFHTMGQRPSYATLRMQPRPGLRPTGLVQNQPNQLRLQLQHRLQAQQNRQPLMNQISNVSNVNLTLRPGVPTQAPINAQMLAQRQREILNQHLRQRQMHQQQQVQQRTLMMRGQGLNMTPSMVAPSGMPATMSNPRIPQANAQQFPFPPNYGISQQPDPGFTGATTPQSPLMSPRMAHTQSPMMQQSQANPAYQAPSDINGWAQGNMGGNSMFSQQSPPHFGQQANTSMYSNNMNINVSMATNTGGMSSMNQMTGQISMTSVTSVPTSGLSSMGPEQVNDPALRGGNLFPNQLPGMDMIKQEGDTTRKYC
KKLEB cytotox: counter-screen for CF NF-kB inhibitors: cytotoxicity | KKLEB CF airway cells viability, ATPlite luminescence, overnight; hits give low values; cells stimulated with P. aeruginosa culture filtrate | activity change (cytotoxicity), % at 5 µM | actives 0.36% (n = 360,000);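 active means corrected activity change at or below -50% at 5 µM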
COUP-TFII inh: inhibitors of human COUP-TFII (NR2F2); P24468; HEK293T NGFI-A luciferase reporter, luminescence; inhibition, % at 8.6 µM; actives 0.7% (n = 370,000);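 active means inhibition above a per-plate cutoff, mean inhibition of test wells between control levels plus 3 SD, cut at about 38% in these data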;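 further: cells cotransfected with COUP-TFII expression vector driving the NGFI-A reporter; 0% = median of COUP-TF2 test wells and 100% = reporter-only cells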
TROY signal inh: TROY signaling inhibition. Q293 LMP1-TROYcd NF-kB luciferase reporter, 4 h. inhibition, % at 10 µM. actives 0.98% (n = 360,000). AID 1347056;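 active means compounds whose plate-normalised and pattern-corrected inhibition of the luciferase reporter signal at the single screening dose is 50% or more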
LRH-1 inv ag: inverse agonists of human LRH-1 (NR5A2) | O00482 | HEK293T StAR-luciferase reporter, LRH-1 transfected, 24 h | inhibition, % at 3.6 µM | actives 0.13% (n = 360,000) | AID 602396;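 active means inhibition above the mean inhibition of all tested compounds plus 3 SD, cut at about 73% in these data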;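 further: 0% = DMSO wells and 100% = reporter-only cells lacking LRH-1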
C8 TRAIL sens: caspase-8 TRAIL sensitization; NB7+C8 cells + TRAIL, ATPlite viability luminescence; inhibition (viability loss, TRAIL sensitization), % at 10 µM; actives 1% (n = 360,000); AID 624354;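 active means compounds causing at least 50% loss of cell viability in the single-dose screen, relative to plate controls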
CF NFkB inh: cystic fibrosis NF-kB activation inhibition | AID 588850 | KKLEB NF-kB-GFP reporter, PAF-induced, GFP fluorescence overnight | actives 0.86% (n = 360,000) | inhibition, % at 5 µM;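 active means at least 50% inhibition at 5 µM, scaled per plate between neutral and stimulator controls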;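 further: PAF is a Pseudomonas aeruginosa culture filtrate used as stimulus; plate controls were PAF-stimulated DMSO wells for no effect and unstimulated DMSO wells for full effect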
NCOA3 inh: inhibits human SRC3 coactivator. Q9Y6Q9. HEK293 GAL4-SRC3 luciferase reporter, luminescence. inhibition, % at 3.6 µM. actives 0.17% (n = 360,000);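 active means inhibition above a per-campaign cutoff, the mean of all compounds plus 3 SD, cut at about 60% in these data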;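 further: 0% = DMSO-treated cells and 100% = gossypol-treated cells at 36 µM; higher means less SRC3-driven luciferase light from the GAL4 reporter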
TWEAK Fn14 block: TWEAK-Fn14 signaling inhibition. actives 2% (n = 360,000). TWEAK-stimulated Fn14 reporter cells, luciferase luminescence, 8 h. AID 1159606. inhibition, % at 10 µM; in the data active means inhibition above about 50%
NCOA1 inh: inhibitors of human steroid receptor coactivator 1 (SRC1). Q15788. HEK293 GAL4-SRC1 luciferase reporter, luminescence. inhibition, % at 3.6 µM. actives 0.12% (n = 360,000);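 active means inhibition above the campaign mean plus 3 SD, with each screening campaign given its own cutoff, cut at about 60% in these data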;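 further: 0% = DMSO treated cells and 100% = gossypol at 36 µM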
Numbers without * were called inactive; . = not tested or not shown. Outcome played no part in choosing rows. Share with any hit: about 4.2%.

compound	EBV LMP1 NFkB	SRC2 inh	KKLEB cytotox	COUP-TFII inh	TROY signal inh	LRH-1 inv ag	C8 TRAIL sens	CF NFkB inh	NCOA3 inh	TWEAK Fn14 block	NCOA1 inh
O=c1nc(NCc2ccco2)sc2ncccc12	2	0	8	3	2	-25	10	7	-16	-9	7
CC(C)c1cccc(C(C)C)c1NC(=S)Nc1cccc(Cl)c1	5	-3	-20	-7	2	-1	-8	10	8	18	0
O=C(Nc1cccc(F)c1)/C(=C\c1cccnc1)NC(=O)c1cccs1	2	-14	-18	6	13	-29	-30	11	-6	-3	4
Cc1ccc(C)c(NC(=S)c2ccccn2)c1	-9	-26	13	-3	-35	-10	16	-6	-20	-44	-46
COc1ccc(N2CCCC2)c(NC(=O)COc2ccccc2Cl)c1	-4	-9	-2	-2	-5	15	10	14	6	-3	12
CC12C(=O)N(c3nccs3)C(=O)C1(C)C1CCC2O1 (configuration not stated)	.	9	-8	-2	-20	15	-7	1	4	1	10
COc1ccc(C(=O)Nc2ccc(S(=O)(=O)N3CCOCC3)cc2)cc1OC	-9	-16	-8	-4	0	9	-11	8	3	-30	11
CC(=O)c1cccc(CN2CCC(n3nccc3NC(=O)CCc3ccccc3)CC2)c1	-4	.	14	.	41	19	-23	-15	-34	-30	2
Cn1cc(C=C2C(=O)CC(C)(C)CC2=O)c2ccccc21	-13	-18	7	-6	9	15	-8	6	15	8	8
c1ccc(SC23CCCCN(CCC2)C32OCCO2)cc1 (configuration not stated)	.	-10	.	13	-7	-8	-12	.	.	-4	.
CC(=O)c1ccc(OCc2cccc(C(F)(F)F)c2)cc1O	3	19	-5	-28	-37	17	1	-8	-9	-32	-4
O=C(O)c1cccc(NC(=S)NCc2ccccc2)c1	8	-34	5	0	-10	-6	-3	-10	12	-18	-38
Cc1cccc(NC(=O)c2nc[nH]c2C(=O)NC[C@H](C)O)c1	9	10	-7	8	1	0	-12	15	-8	11	2
Cc1cccnc1NC(=O)C1CCN(S(=O)(=O)c2ccc3ccccc3c2)CC1	-13	3	-19	19	-2	-8	6	19	3	-1	-12
Cc1cccc(OCC(=O)Nc2ccc(N3CCCC3)cc2)c1C	6	-5	13	13	6	19	22	-2	-4	-30	6
c1ccc(-c2ccc(-c3cnc4n3CCCCC4)cc2)cc1	0	-24	-4	-19	-36	-43	5	13	-9	-65	-17
CNc1nc(Oc2ccccc2C(=O)OC)nc(SC)n1	5	-10	-8	-4	-5	-21	-14	14	18	8	10
CCOC(=O)c1ccc(NC(=O)CN2C(=O)NC3(CCCCCC3)C2=O)cc1	-7	5	6	1	-1	26	-3	-4	-11	19	-15
CC(C)NC(=O)N1CCCN(c2nc3ccc(Cl)cc3s2)CC1	14	-16	4	41*	-9	12	14	-3	9	11	-6
CCCCCC(=O)N1CC2(CC(c3cccc(NC(=O)CC)c3)=NO2)C[C@H]1C(N)=O (some centres not stated)	0	10	-1	-1	-3	-1	3	1	-12	4	2
CC(=O)NC(CCS(C)(=O)=O)C(=O)Nc1nccs1 (configuration not stated)	-1	-9	2	1	0	-20	-2	-7	-11	-5	-2
Cc1nnc2c3ccccc3ccn12	-7	-2	16	1	-2	14	-18	-25	9	-15	-14
Fc1ccccc1-c1nc(-c2ccc(-c3nn[nH]n3)cc2)no1	-1	-36	-3	-34	-67	-54	-3	2	-48	-34	-74
c1ccc(-c2nnc3n2NC(c2ccc4c(c2)OCO4)S3)cc1 (configuration not stated)	4	1	-7	-9	-30	2	-3	7	2	3	9
CC(C)CCC(CCN1CCCC1)c1ccc2c(c1)OCO2 (configuration not stated)	-13	2	-4	-5	-13	19	10	-1	3	-12	8
CCCc1sc(N/N=C/c2ccccn2)nc1-c1ccc(Br)cc1	59*	-41	-23	-19	-19	-26	-7	24	2	13	-28
Cc1cc(=O)oc2cc(NC(=O)c3ccccc3Cl)ccc12	-16	-22	0	-51	-30	-102	0	-7	-84	-25	-44
O=C1Nc2ccccc2C12OC1CCCCC1O2 (configuration not stated)	-1	6	-6	14	5	-5	5	16	9	2	3
Nc1c(C(=O)NCc2ccco2)sc2nc3c(cc12)C(=O)CCC3	-8	-47	0	-1	0	-34	-15	3	-14	3	-44
COc1ccc(OCc2cc(C(=O)NCCc3ccccc3)no2)c(Cl)c1	-11	-15	-16	-19	15	19	24	2	-3	-8	0
CCCCOC(=O)c1ccc(NC(=O)CSCc2n[nH]c(=O)[nH]2)cc1	1	-11	-6	-9	6	0	13	8	8	0	-18
CC(C)Sc1cc(N2CCOCC2)nc(-c2ccccc2)n1	5	-9	-6	-7	11	8	-10	18	7	9	1
CN(C)c1ccc2c3c(ccc(N(C)C)c13)COC2	0	-9	-6	-5	-7	-3	-1	0	13	-6	1
Cc1ccc(-c2nnn3c2nc(NC(C)C)c2ccccc23)cc1	-39	-24	-10	-11	-9	9	-2	17	-9	9	-4
CCn1cc(CN(C)C(=O)/C=C/c2ccc([N+](=O)[O-])cc2)c(C)n1	-2	9	-1	7	-5	18	20	-1	0	11	9
COc1ccc(CCCC(=O)N/N=C/c2cccc(OC)c2O)cc1C	13	18	-12	6	-43	2	52*	11	30	-14	14
O=C(O)CCc1nn2c3ccccc3nc2n(-c2ccccc2)c1=O	-5	-10	5	-2	-13	7	11	4	2	1	-6
CSc1cnn(Cc2ccccc2)c(=O)c1SCc1ccccc1	-7	5	-6	-6	-19	-11	-5	17	12	-19	-8
Cc1c(OC(C)C(=O)NCCCN2CCCC2=O)ccc2c3c(c(=O)oc12)CCCC3 (configuration not stated)	3	-3	-6	4	25	-21	-19	6	-13	9	4
C=CCN1C(=Nc2ccccc2)SC/C1=C\C(=O)OC	1	-25	-1	-11	-28	17	6	7	-10	-4	-6
O=C(Nc1nc2ccccc2[nH]1)c1cccc(S(=O)(=O)N2CCOCC2)c1	-4	-24	1	5	6	-47	-3	-4	17	-3	-6
CCCCn1c(N)c(N(CC(C)C)C(=O)c2oc3ccc(OCC)cc3c2C)c(=O)[nH]c1=O	-2	5	-5	8	-11	2	1	14	3	10	-9
O=C1CCc2cc(S(=O)(=O)NCc3ccc(Cl)cc3)cc3c2N1CC3	8	-16	17	4	-15	2	7	-32	0	8	5
CCCc1nc2ccccc2c(C(=O)OC(C)C(=O)NCc2ccc3c(c2)OCO3)c1CC (configuration not stated)	2	-7	-4	4	0	12	-2	16	12	29	13
C=CCN(c1ccccc1)S(=O)(=O)c1cccc(C(=O)Nc2ccncc2)c1	12	3	-2	32	42	6	35	25	25	32	5
O=C1CCc2cc(S(=O)(=O)NC3CCCCC3)cc3c2N1CC3	0	-5	-1	-20	-6	1	2	23	-3	-3	-12
O=c1c2ccccc2nc(-c2ccccc2)n1CCN1CCOCC1	3	-6	-9	-2	4	0	12	10	8	-5	13
CCCc1ccc(OCC(=O)Nc2cc(S(=O)(=O)CC)ccc2O)cc1	0	10	-11	-9	-18	-8	5	6	-8	-6	-10
O=C(CSc1nc2ccc(Cl)cc2[nH]1)NCCc1ccc(Cl)cc1	4	-11	-5	-6	6	-9	-9	14	13	15	-8
COCC(C)NC(=S)Nc1ccccc1[N+](=O)[O-] (configuration not stated)	-11	4	-2	5	-9	17	-9	12	12	13	5
Cc1ccc(NC(=O)Nc2ccnc(-c3cccnc3)n2)cc1	-30	0	7	8	-23	2	9	-14	7	21	-3
COCCN(CC(=O)Nc1cccc(C)c1C)C(=O)Cc1ccsc1	3	1	-1	0	0	9	2	9	23	15	-2
CCOC(=O)Nc1nnc(-c2cccc(OC)c2)s1	-9	-50	-1	-7	-33	-36	3	4	3	9	-5
ON/C=N/C(=S)Nc1ncc(C(F)(F)F)cc1Cl	-3	-61	-4	-14	-9	-3	0	-9	17	8	-1
C=CCN1C(=O)C(=O)N(Cc2nc3ccccc3s2)C1=O	-29	-54	10	-39	23	-55	-1	-12	-61	5	-54
O=C(O)Cc1cccc(=O)c(O)c1C(=O)O	-8	.	10	.	3	7	-6	7	-12	5	-19

Next part
compound	EBV LMP1 NFkB	SRC2 inh	KKLEB cytotox	COUP-TFII inh	TROY signal inh	LRH-1 inv ag	C8 TRAIL sens	CF NFkB inh	NCOA3 inh	TWEAK Fn14 block	NCOA1 inh
COc1ccc(/C=C(\NC(=O)c2ccc(C)cc2)C(=O)NCCCn2ccnc2)cc1OC	-3	3	-6	30	-5	7	-6	5	2	-18	-10
O=c1cc(Cn2ccnc2)c2cc3c(cc2o1)CCC3	-11	-9	7	-14	-18	6	4	-10	8	-13	-12
COc1ccc(S(=O)(=O)NCc2ccc(C(=O)N3CCN(c4ccccn4)CC3)cc2)cc1	11	-13	4	-3	8	13	-7	-4	4	10	14
Cc1cccc(N2CCN(C(=O)CCNS(=O)(=O)c3cccs3)CC2C)c1 (configuration not stated)	-6	-23	6	-13	-4	-31	-15	2	-27	19	-22
O=C(NNS(=O)(=O)c1ccccc1F)c1cc(-c2ccccc2)n[nH]1	-3	17	-10	22	-6	-2	-9	-1	17	21	3
O=C(COC(=O)/C=C/c1ccccc1)Nc1ccccc1Br	0	10	-14	9	-11	16	2	13	10	-8	-1
CC(=O)N1CCN(CC(=O)Nc2sccc2C#N)CC1	-8	-7	-6	-3	4	-10	10	2	-6	-13	-4
Cc1ccc(O)c(C(=O)c2cc(C#N)c(=O)n(-c3nccs3)c2)c1	-9	18	-9	2	6	2	-6	-2	16	37	1
Cc1cccc(NC(=O)CSCC(=O)Nc2cccc3ncccc23)c1	-12	2	-6	13	14	5	-26	26	20	3	3
Cc1cccc(Cl)c1OCCCN1CCOCC1	-13	5	3	2	15	-8	-16	11	4	6	-6
CCCSc1ccc(-c2nn(-c3ccccc3)cc2/C=C(/C#N)C(=O)N2CCOCC2)cc1	-2	18	0	-4	-4	3	4	-3	1	-11	-1
CCc1n[nH]c(=S)n1/N=C/c1cc(Br)c(O)c(OC)c1	-23	4	2	4	-10	6	-12	4	11	12	-8
Cc1cc(OC(C)C(=O)NCc2ccccn2)c2c(C)c(Cc3ccccc3)c(=O)oc2c1 (configuration not stated)	-5	18	-3	-10	10	-17	10	-9	27	5	-8
CCOC(=O)c1c(C)[nH]c(C(=O)CSc2nnc(Nc3ccccc3F)s2)c1C	-4	-6	-21	-7	-1	0	-4	1	-20	-12	2
Cc1cc(N)ccc1NC(=O)CN1CCOCC1	-3	-16	13	-6	-1	-11	17	-1	-8	6	1
CCOC(=O)C1CCN(C(=O)CSc2ccc(Cl)cc2)CC1	-12	-3	2	-9	-18	2	5	-10	-12	2	-10
O=S(=O)(O)c1ccc(N2N=C(c3ccccc3)CC2c2ccccc2)cc1 (configuration not stated)	2	0	6	-8	-9	-2	1	-6	-10	-15	-31
CC1(C)CC(=O)c2cc(N=C/C(C(=O)c3ccccc3)=C(\O)c3ccccc3)c(=O)oc2C1	-3	-14	-10	2	-63	-62	-3	0	-112	-19	-56
COc1ccc(C(=O)O)cc1S(=O)(=O)N(CCc1ccccc1)Cc1ccccc1	-2	-28	5	7	3	-14	-26	5	14	-11	4

Assay outcomes: PubChem, several laboratories
